Bim-Mcl-1: human Bim-Mcl-1 interaction inhibition; Bead-based flow cytometry, Bim peptide-Mcl-1 binding; inhibition, % at 10 µM; 190,000 compounds, 0.1% hits; AID 1009; in the data active = inhibition above about 40%;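 note: 0% = no compound tracer wells and 100% = peptide blocker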
Target sequence (Q07820 whole entry, looked up): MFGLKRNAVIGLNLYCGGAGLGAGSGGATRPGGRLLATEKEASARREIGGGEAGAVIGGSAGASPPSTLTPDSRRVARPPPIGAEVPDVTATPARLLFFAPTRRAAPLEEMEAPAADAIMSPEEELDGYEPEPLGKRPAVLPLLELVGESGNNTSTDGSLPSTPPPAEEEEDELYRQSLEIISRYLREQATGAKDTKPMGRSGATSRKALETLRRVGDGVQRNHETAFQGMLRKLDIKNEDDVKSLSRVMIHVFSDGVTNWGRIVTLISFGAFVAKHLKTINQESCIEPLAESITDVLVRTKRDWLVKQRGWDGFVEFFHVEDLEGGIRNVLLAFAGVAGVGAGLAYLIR
Rab2 wt GTP: changes GTP binding to wildtype dog Rab2A, up or down; P61105; GST-Rab2 wt beads, Bodipy-GTP binding, flow cytometry; GTP binding activity, % at 10 µM; 190,000 compounds, 0.19% hits;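 active = GTP binding activity at least 20 points away from 100%, either lowered or raised; inconclusive = signal likely due to the compound's own green fluorescence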;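 note: 0% = beads with excess unlabeled GTP and 100% = no-compound control corrected for plate trend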
Rab7 wt modul: modulators of GTP binding to dog Rab7 wildtype GTPase. GST-Rab7 beads, fluorescent GTP binding, flow cytometry; actives lie on both sides; untreated = 100%, excess cold GTP = 0%. GTP binding activity (percent of control), % at 10 µM. 190,000 compounds, 0.055% hits;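 active = fluorescent GTP binding to Rab7 beads changed by at least 20 points from the 100% baseline, either direction, mostly lower; inconclusive = compound itself probably fluorescent, or too few beads counted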;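 note: median green fluorescence of bound Bodipy-FL-GTP per Rab7 bead population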
Mcl1 Noxa PPI: disrupts binding of human Mcl-1 to Noxa peptide; Q07820; TR-FRET Mcl-1/Noxa peptide binding, 2 h; inhibition, % at 21.7 µM; 220,000 compounds, 1.5% hits; AID 1022;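 active = compounds that cut the protein-peptide binding signal by more than 50% relative to plate controls in a single-dose test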;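 note: His-tagged Mcl-1 with rhodamine Noxa BH3 peptide and terbium anti-His antibody; 0% = Mcl-1 plus Noxa peptide wells and 100% = peptide-only wells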
Rac1 wt modul: human Rac1 wildtype GTP binding, inhibitors and activators; GTP binding activity (% of control), % at 10 µM; GST-Rac1 beads, fluorescent GTP binding, flow cytometry; actives lie on both sides; 0 = cold GTP competed, 100 = untreated; AID 757; 190,000 compounds, 0.27% hits; P63000;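 active = GTP binding activity at least 20 points away from the 100% control level, either lower or higher; inconclusive = compound flagged as likely green fluorescent, judged across all proteins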
RGS8-Gao reg: modulates binding of RGS8 to human Galphao. 220,000 compounds, 0.34% hits. P09471. response (percent of control binding), % at 10 µM. multiplexed bead flow cytometry; actives lie on both sides; in the data active = response below about 60% or above about 140%; inactive = in between;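 note: Galphao activated as the GDP aluminium fluoride complex binding bead-coupled RGS8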
Target sequence (P09471 whole entry, looked up): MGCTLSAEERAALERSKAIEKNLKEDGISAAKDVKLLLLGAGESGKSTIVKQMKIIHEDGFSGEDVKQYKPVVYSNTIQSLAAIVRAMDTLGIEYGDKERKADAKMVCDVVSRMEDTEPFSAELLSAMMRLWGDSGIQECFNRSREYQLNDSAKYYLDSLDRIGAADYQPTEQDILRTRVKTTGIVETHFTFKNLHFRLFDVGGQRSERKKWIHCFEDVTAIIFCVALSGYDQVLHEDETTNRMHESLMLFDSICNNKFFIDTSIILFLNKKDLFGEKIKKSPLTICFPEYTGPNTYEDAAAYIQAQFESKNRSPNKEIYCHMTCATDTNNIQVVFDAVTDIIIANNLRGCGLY
Cdc42 wt GTP: changes GTP binding to wildtype human Cdc42; 190,000 compounds, 0.2% hits; percent activity (GTP binding), % at 10 µM; GST-Cdc42 beads, Bodipy-GTP binding, flow cytometry; actives lie on both sides; P60953;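 active = percent activity GTP binding at least 20 points away from the 100% baseline, either down as inhibitor or up as activator; inconclusive = compound flagged as likely green fluorescent from well-wide comparison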;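 note: median bead fluorescence of bound Bodipy-FL-GTP at 100 nM; 0% = excess unlabeled GTP control and 100% = no compound control; below 100% means less GTP binding so inhibitor and above means activator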
Target sequence (P60953 whole entry, looked up): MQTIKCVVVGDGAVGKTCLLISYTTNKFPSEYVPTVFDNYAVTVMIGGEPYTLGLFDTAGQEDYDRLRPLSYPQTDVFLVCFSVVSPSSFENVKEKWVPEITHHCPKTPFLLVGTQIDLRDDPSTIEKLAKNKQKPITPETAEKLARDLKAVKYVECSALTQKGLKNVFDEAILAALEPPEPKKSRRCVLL
Pf gamet viab: inhibitors of late stage P. falciparum gametocyte viability; inhibition, % at 10.9 µM; 150,000 compounds, 0.065% hits; AID 743093; P. falciparum stage V gametocytes, ATP luminescence, 24 h;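 active = inhibition above the mean plus 3 SD of compounds within the control limits, set per campaign, cut at about 38% in these data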;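 note: 0% = DMSO wells and 100% = medium only without gametocytes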
HRas wt GTP: changes GTP binding to wildtype human HRas | 190,000 compounds, 0.14% hits | P01112 | GTP binding activity, % at 10 µM | GST-Ras wt beads, Bodipy-FL-GTP binding, flow cytometry; actives lie on both sides;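 active = GTP binding activity at least 20% away from the 100% baseline, either lowered as inhibitor or raised as activator; inconclusive = flagged as likely green fluorescent, judged across all proteins in the well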;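 note: 0% = unlabeled GTP competition control and 100% = no-compound control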
Rac1 mut GTP: alters GTP binding to activated mutant human Rac1; GST-Rac1 activated beads, fluorescent GTP binding, flow cytometry; actives lie on both sides; 100% means binding = to untreated wells; percent activity (GTP binding), % at 10 µM; 190,000 compounds, 0.11% hits;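 active = GTP binding at least 20 percentage points away from the 100% baseline, in either direction, so actives lie on both sides; inconclusive = Compound likely fluorescent itself, or too few beads counted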
Mcl1 Bid PPI: Mcl-1/Bid interaction inhibition. TR-FRET Mcl-1/Bid-Dy647 peptide binding, 1536-well. inhibition, % at 21.7 µM. 220,000 compounds, 0.97% hits;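 active = compounds that cut the binding signal by more than half at the single screening dose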;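 note: His-tagged Mcl-1 with europium anti-His antibody binding Bid BH3 peptide; 0% = Mcl-1 plus peptide wells and 100% = peptide-only wells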
* marks the source's active call; other numbers are inactive results; u = inconclusive; x = not tested or not shown.

SMILES	Bim-Mcl-1	Rab2 wt GTP	Rab7 wt modul	Mcl1 Noxa PPI	Rac1 wt modul	RGS8-Gao reg	Cdc42 wt GTP	Pf gamet viab	HRas wt GTP	Rac1 mut GTP	Mcl1 Bid PPI
COc1ccc(NC(=O)c2nc(C)n(-c3ccc([N+](=O)[O-])cc3)n2)cc1	0	96	94	4	95	98	94	2	94	95	-22
CCCCNC(=O)CSc1nc2ccc(NC(=O)CSc3nnc(COc4ccccc4C)n3C)cc2s1	2	98	98	11	100	104	100	x	100	100	0
O=C(NCc1ccco1)c1cc(-c2ccc(F)cc2)on1	-6	97	99	12	97	100	95	-8	99	97	6
O=C(CSc1nc2cc(Cl)ccc2o1)NCCc1ccccc1	-3	101	103	8	101	98	101	7	102	99	1
CC(C)OCCCNC(=O)C1CC(=O)N(C2CCCCCCC2)C1 (stereo unspecified)	0	94	94	-2	96	101	97	x	98	94	-4
COc1cc2[nH]c(=O)n(CCC(=O)NCc3cccnc3)c(=O)c2cc1OC	0	99	101	7	101	103	101	-2	100	99	-13
Cc1cc(NC(=O)COC(=O)C2CCN(S(=O)(=O)c3c(Cl)cccc3Cl)CC2)no1	-1	106	99	3	107	103	108	x	105	104	6
O=S(=O)(Nc1ncccn1)c1ccc(NS(=O)(=O)c2cc(Cl)ccc2Cl)cc1	0	98	103	14	98	104	93	-19	101	97	-1
CC(C)CC1(C)NC(=O)N(CCN2C(=O)c3ccccc3C2=O)C1=O (stereo unspecified)	-6	101	99	13	105	100	99	x	98	98	-5
COCCCNC(=O)c1ccc(CS(=O)(=O)c2ccc(Br)cc2)o1	2	104	106	2	110	102	103	x	103	101	-12
COc1cccc(CNC(=O)C2CCN(S(=O)(=O)N3CCCCC3)CC2)c1	3	100	101	10	101	100	100	x	101	99	92*
CCc1cccc(C)c1NC(=O)C1CCN(C(=O)c2ccc([N+](=O)[O-])cc2)CC1	-5	110	98	6	97	103	114	x	104	94	0
Cc1nnc(NC(=O)c2cccc(S(=O)(=O)N3CCc4ccccc43)c2)s1	0	101	104	16	110	101	102	x	104	102	-10
CN(NC(N)=O)c1ncc(C(F)(F)F)cc1Cl	0	102	100	-10	104	103	98	5	100	98	-8
CCn1c(SCc2ccc(C(=O)Nc3cc(C)cc(C)c3)cc2)nnc1-c1ccncc1	-4	94	94	2	94	101	92	x	96	95	-13
Cc1cc(Nc2ccc(F)c(Cl)c2)n2nc(C)nc2n1	-4	98	99	15	100	100	102	x	99	99	7
CCCc1cc(N2CCCC(C(=O)NCC)C2)n2ncnc2n1 (stereo unspecified)	0	99	96	0	105	100	106	x	103	101	-14
O=C(CSc1nnc(CNC(=O)c2ccccc2F)o1)Nc1ccc2c(c1)OCCO2	1	103	98	-3	105	97	108	x	104	102	1
CCc1ccccc1NC(=O)CC1SCCNC1=O (stereo unspecified)	-2	102	108	11	103	92	103	2	100	100	-28
CCCn1nc2cc(C(=O)NCc3ccc(C)cc3)ccc2c1OCC	0	97	98	21	96	99	99	8	99	98	-18
CCCOC(=O)c1ccc2c(c1)C(=O)N(c1ccccc1)C2=O	2	96	97	-3	101	101	103	x	99	98	-1
Nc1nc(-c2ccc3c(c2)CCO3)cs1	0	99	103	16	98	103	93	-9	98	97	-35
c1ccc2c(N3CCCCC3)nnc(N3CCCCC3)c2c1	1	101	99	-3	104	97	102	x	101	101	-16
Cc1cccc(-n2c(SCC(=O)N3CCCC3)nnc2-c2ccccn2)c1C	-3	98	96	-1	99	103	99	14	99	98	-1
COC(=O)c1ccc(Cn2c(CN3CCOCC3)nc3ccccc3c2=O)o1	0	101	99	-14	101	102	103	9	101	101	-12
CCOc1ccccc1NC(=O)c1cccc(NC(=O)C(C)C)c1	0	98	103	1	96	103	96	-3	96	95	-26
COCCN(C(=O)c1ccccc1F)c1c(N)n(Cc2ccccc2)c(=O)[nH]c1=O	1	94	92	16	99	99	95	8	94	99	-10
CCn1cc(C(=O)N2CC(C)CC(C)C2)c(=O)c2cc(S(=O)(=O)N(C)C)ccc21 (stereo unspecified)	2	97	95	-4	98	99	97	x	96	98	-3
CCOC(=O)c1sc(NC(=O)CSc2nc(C)cc(C(F)(F)F)n2)c(C#N)c1C	-13	99	102	7	100	93	98	x	100	99	-8
CC1(C)Cc2c(sc3ncn(N)c(=N)c23)CO1	-1	102	101	11	106	100	102	x	101	98	-61
CCC(=O)NC(Cc1ccccc1)c1ccc2c(c1)OCCCO2 (stereo unspecified)	-18	94	100	3	99	100	99	14	96	99	2
CCn1c(=O)c(-[n+]2ccccc2)c(O)c2ccccc21	-4	107	99	8	107	104	107	x	106	102	-14
O=c1[nH]c2cc3c(cc2cc1CN(CCc1ccccc1)Cc1nnnn1CC1CCCO1)OCO3 (stereo unspecified)	0	93	98	-1	96	97	97	-2	94	94	-33
C/C(=N/NC(=O)C(=O)N/N=C(/C)c1ccccc1)c1ccccc1	0	97	105	13	94	95	95	x	93	91	-55
CCc1ccc2[nH]c(=O)c(CN(CCN3CCOCC3)C(=O)Nc3ccccc3F)cc2c1	1	98	95	16	100	101	105	x	101	96	-33
CCN(CC(=O)NC(C)C)C(=O)C(CCSC)NC(=O)c1cccc(C)c1 (stereo unspecified)	2	100	99	7	102	100	97	-1	98	99	-23
CCCC(=O)C1=C(O)C(C(=O)OC)C(C)(C)CC1=Nc1cccc2ccccc12 (stereo unspecified)	0	99	97	13	106	105	102	x	98	99	-11
CN(C)S(=O)(=O)c1cccc(NC(=O)/C=C/c2ccccc2[N+](=O)[O-])c1	-5	98	104	-4	100	102	98	x	100	96	-8
CCCc1cc(=O)[nH]c(SCC(=O)N(CC(C)C)C2CCS(=O)(=O)C2)n1 (stereo unspecified)	0	103	94	8	98	101	102	x	101	98	-12
Cc1cccc(N2CCN(C(=O)Cc3ccc(Br)cc3)CC2)c1C	-5	u	u	42	u	95	u	x	u	u	61*
CC(=O)Nc1sc2c(c1C#N)CC(C)(C)NC2(C)C	0	92	94	3	90	104	90	1	92	93	-18
CC(C)CN1CCN(Cc2cccc3nccnc23)CC1CCO (stereo unspecified)	0	98	100	7	98	97	98	-9	96	94	-64
Cc1ccccc1NC(=O)c1ccc(Cl)c(NC(=O)c2ccncc2)c1	-2	100	103	-6	106	101	102	-7	101	98	-7
CCOC(=O)c1[nH]c2ccc(Br)cc2c1NC(=O)CCN1CCCC(C)C1 (stereo unspecified)	-2	100	100	23	107	101	99	x	100	99	-14
Cn1cccc1Cc1nnc(SCC(=O)N2CCCCCC2)n1-c1ccc(F)cc1	1	99	95	-4	101	103	101	x	97	97	-46
O=S(=O)(NC1CCCCC1Nc1ccccc1)c1ccccc1 (stereo unspecified)	-2	92	86	2	96	105	97	10	88	93	-21
Cc1cccc(N(C)c2cc(C)nc3nc(C)nn23)c1	-4	100	106	6	107	99	101	x	101	98	3
Cc1cc(C)cc(NC(=O)CSc2nnc(CN3CCOCC3)n2C)c1	x	103	99	-3	102	96	102	x	103	101	-1
COc1ccccc1NC(=S)NCc1ccc(S(N)(=O)=O)cc1	-5	102	100	11	102	100	102	-29	100	100	-59
COCCN(C(=O)Nc1ccccc1)c1ccccc1C	-3	104	101	-10	109	102	106	x	105	104	-8
O=C(NCCCNCc1ccccc1)c1ccncc1	5	99	97	7	106	103	104	-12	101	100	-16
CCc1nc(Nc2ccncc2)c2oc3ccccc3c2n1	-1	98	94	x	98	97	99	x	96	98	x
O=[N+]([O-])c1ccc(Sc2nnnn2-c2ccccc2)c(Cl)c1	24	101	97	-15	107	91	103	-8	101	101	4
c1ccc(-c2cc3c(N4CCN(c5ncccn5)CC4)ncnc3s2)cc1	-2	95	98	8	98	91	92	-1	95	94	-11
CCCn1nc(C(=O)Nc2nc3ccccc3[nH]2)c2ccccc2c1=O	-5	96	98	3	101	97	101	-28	98	98	7
O=C(NCc1ccccn1)[C@@H]1C[C@H]1[C@@H](NP(=O)(c1ccccc1)c1ccccc1)c1ccccc1	-1	101	97	5	103	100	99	-14	98	98	-5
O=C(O)c1ccc(OC(F)(F)C(F)C(F)(F)F)cc1 (stereo unspecified)	-1	102	99	-4	103	100	104	x	100	100	9
COc1ccc(N2CCN(C(c3cc4cc(C)ccc4[nH]c3=O)c3nnnn3Cc3ccccc3)CC2)cc1 (stereo unspecified)	-4	100	99	22	110	x	105	31	102	100	-70
Cc1cc2cc(CN(C(=O)C3CC3)C3CCCC3)c3nnnn3c2cc1C	0	94	94	x	93	98	95	x	95	93	-10
CCCCc1nnc(NC(=O)CSc2nc(=O)cc(N)n2-c2cccc(C)c2)s1	26	102	93	-2	99	104	101	2	102	100	-2
(further entries)
SMILES	Bim-Mcl-1	Rab2 wt GTP	Rab7 wt modul	Mcl1 Noxa PPI	Rac1 wt modul	RGS8-Gao reg	Cdc42 wt GTP	Pf gamet viab	HRas wt GTP	Rac1 mut GTP	Mcl1 Bid PPI
Cc1ccc(S(=O)(=O)/N=C(\N)Nc2nc(C)c3ccccc3n2)cc1	-1	94	100	12	95	105	92	14	96	98	-15
COc1cc(C(C#N)N2CCCCC2)ccc1O (stereo unspecified)	1	103	104	20	100	100	98	-10	101	96	-71
O=C(CN1C(=O)NC2NC(=O)NC21)NN=C1CCCC1 (stereo unspecified)	-2	100	101	2	105	101	104	0	101	100	1
Cc1ccccc1OCC(=O)Nc1ccccc1CO	1	103	104	19	103	101	102	6	102	101	-12
O=C(Cc1ccccc1)Nc1ccc(NC(=O)c2ccco2)nc1	0	100	106	37	104	103	101	x	105	97	-11
O=C(CSc1nc2ccccc2[nH]1)Nc1ccc(F)c(F)c1	0	95	99	-1	103	x	99	x	99	95	-27
CC1(C)c2ssc(=S)c2-c2ccccc2N1C(=O)c1ccco1	-4	101	105	-5	106	102	100	x	102	96	-19
CC(C)CN(C(=O)COC(=O)c1ccc(-c2ccccc2)cc1)C1CCS(=O)(=O)C1 (stereo unspecified)	-1	100	106	1	102	99	97	-21	101	98	2
CCCS(=O)(=O)N1CCN(C(=O)COc2ccc(-c3ccccc3)cc2)CC1	-5	102	103	24	106	101	100	x	100	99	-2
Cc1ccc(NS(=O)(=O)c2ccc(NS(=O)(=O)c3cccs3)cc2)cc1	-2	94	93	13	97	102	93	x	95	94	-8
